MITF primary: inhibitors of human MITF; O75030; inhibition, % at 2.6 µM; actives 0.91% (n = 650,000); AlphaScreen MITF homodimerization, bead proximity signal; in the data active = inhibition above about 50%;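 note: 0% = vehicle wells with protein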
Target sequence (O75030 whole entry, looked up): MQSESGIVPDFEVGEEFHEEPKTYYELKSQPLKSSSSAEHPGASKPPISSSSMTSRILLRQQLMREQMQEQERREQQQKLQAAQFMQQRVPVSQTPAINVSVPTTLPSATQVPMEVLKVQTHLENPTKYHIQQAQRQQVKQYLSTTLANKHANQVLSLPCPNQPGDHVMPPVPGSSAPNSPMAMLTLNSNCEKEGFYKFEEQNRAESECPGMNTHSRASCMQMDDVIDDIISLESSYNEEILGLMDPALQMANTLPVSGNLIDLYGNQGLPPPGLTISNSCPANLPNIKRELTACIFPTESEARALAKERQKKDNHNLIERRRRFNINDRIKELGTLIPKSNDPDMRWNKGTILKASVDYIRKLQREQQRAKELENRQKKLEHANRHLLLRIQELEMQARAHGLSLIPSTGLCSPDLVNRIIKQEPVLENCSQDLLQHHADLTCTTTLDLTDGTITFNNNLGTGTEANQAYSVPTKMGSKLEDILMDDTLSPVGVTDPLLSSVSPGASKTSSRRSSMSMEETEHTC
TEAD-YAP inh: TEAD-YAP interaction inhibition | actives 1.4% (n = 640,000) | inhibition, % at 9.12 µM | HEK-TIYL cells, TEAD-Gal4/YAP UAS-luciferase luminescence; in the data active = inhibition above about 32%;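 note: 0% = median of test compound wells and 100% = reference inhibitor wells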
FBW7 activator: human FBW7 E3 ligase activation, primary screen; actives 0.13% (n = 650,000); AlphaScreen FBW7–phospho-cyclin E peptide binding, activator screen; normalized activity (activation), % at 26.1 µM; in the data active = normalized activity above about 1.9%;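 note: purified mutant Fbw7 with reduced substrate affinity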
GPR151 activ: activators of human GPR151. activation, % at 11.2 µM. PathHunter beta-arrestin GPR151 cells, luminescence. AID 1508602. actives 1% (n = 650,000). Q8TDV0; in the data active = activation above about 4.9%;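 note: 0% = median of compound wells and 100% = cells with positive control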
Target sequence (Q8TDV0 whole entry, looked up): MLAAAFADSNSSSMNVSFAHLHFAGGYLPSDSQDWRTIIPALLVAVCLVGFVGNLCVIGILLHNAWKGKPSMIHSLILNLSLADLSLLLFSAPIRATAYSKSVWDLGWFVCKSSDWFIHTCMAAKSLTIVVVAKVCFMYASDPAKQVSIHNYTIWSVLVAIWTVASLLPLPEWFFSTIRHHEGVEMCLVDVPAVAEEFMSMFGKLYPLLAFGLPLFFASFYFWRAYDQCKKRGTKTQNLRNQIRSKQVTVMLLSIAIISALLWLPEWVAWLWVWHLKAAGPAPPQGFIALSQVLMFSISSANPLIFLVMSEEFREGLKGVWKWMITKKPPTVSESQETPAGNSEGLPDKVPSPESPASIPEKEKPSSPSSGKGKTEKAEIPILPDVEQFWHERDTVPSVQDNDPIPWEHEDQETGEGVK
* = called active by the depositor; · = not tested or not shown; & = joins results of further samples.

SMILES	MITF primary	TEAD-YAP inh	FBW7 activator	GPR151 activ
Cc1nn(C)cc1CN(C)C(Cc1ccccc1F)C1CCN(C(=O)CN(C)C)CC1 (stereo not drawn)	-2	5	-0.1	0.9
c1ccc2c(c1)CC1(CCCC1)n1c-2cc2nc3ccccc3nc21	-7	-5	0.0	0.8
COc1ccccc1NS(=O)(=O)c1cccc(Cl)c1	6	6	-0.2	3.3
COC(=O)c1ccc(NC(=O)CSc2nc3ccc(NC(=O)CSc4nc5ccc(N)cc5s4)cc3s2)cc1	-2	-10	0.0	0.7
Cc1cc(NC(=O)COC(=O)c2ccc(NC(N)=O)cc2)c([N+](=O)[O-])cc1C	3	5	0.1	-0.4
COc1ccccc1-c1nc(C)c(-c2ccc(SCC(=O)N3CCCCC3)nn2)s1	-16	1	0.1	0.1
O=C(NCc1cccc(F)c1)C1CCN(C(=O)N2CCOc3ccc(Cl)cc32)CC1	-10	4	0.1	-4.0
CNC(=O)[C@H]1O[C@@H](n2cnc3c(NCc4cccc(I)c4)ncnc32)C(O)[C@H]1O (stereo partly drawn)	10&5	-14	0.1&0.1	-0.2&-1.8
Cc1ccc(-n2c(=O)cc(N3CC(C)OC(C)C3)[nH]c2=O)cc1 (stereo not drawn)	-5	-12	0.1	-1.2
CCOC(=O)COc1ccc2c(c1)O/C(=C\c1ccc(OC)cc1)C2=O	-4	-2	-0.1	-0.6
O=C(N=Nc1c(O)[nH]c2ccccc12)c1cncc(Br)c1	3	2	0.2	1.5
Cc1cc(NC(=O)CSc2nc3ccsc3c(=O)n2CCC(C)C)n[nH]1	3	7	-0.2	-1.0
COc1ccc(C2CC(=O)N(CCc3ccc(Cl)cc3)C(=S)N2)cc1 (stereo not drawn)	6	3	0.0	0.3
CCN(CC)c1nc(NCc2cccc(C(F)(F)F)c2)nc(Nc2ccncn2)n1	-9	-8	0.1	2.9
Cn1c(CNC(=O)CN2CNC(=S)NC2)nc2ccccc21	-4	-5	-0.1	1.2
Nc1nc(NCCN2CCOCC2)cc(N2CCC(N3CCOCC3)CC2)n1	12	5	0.3	1.1
Cc1cc2[nH]c(C(=O)O)c(C=O)c2s1	-8	-2	0.2	1.1
Cc1cc(C)c2oc(-c3ccc(NC(=O)c4cccnc4)cc3)nc2c1	10	-20	0.1	-0.4
COc1ccc(-c2csc(Nc3ccc(C)cc3)n2)cc1[N+](=O)[O-]	1	-17	-0.1	-1.6
CCn1c(SCC(=O)Nc2ccccc2Cl)nnc1-c1ccccc1N	9	4	0.0	0.6
Cn1c(CNC(=O)Nc2ccc(Cl)c(Cl)c2)nc2ccccc21	14	6	0.3	-0.9
CC(NS(=O)(=O)c1ccccc1[N+](=O)[O-])c1ccccc1 (stereo not drawn)	7	8	-0.1	-1.6
COc1ccc(N2C(=O)c3ccc(Oc4ccc(NC(C)=O)cc4)cc3C2=O)cc1	16	-8	0.2	-0.5
CC(CC(=O)O)C(=O)N1N=C(c2ccc(Br)cc2)CC1c1ccco1 (stereo not drawn)	8	-5	0.1	0.0
CCOC(=O)c1sc2nc(SCC(=O)NCc3ccco3)n(Cc3ccc(Cl)cc3)c(=O)c2c1C	15	-1	0.0	0.4
CCOc1nc(Nc2ccc(Cl)cc2)nc(N2CCCCC2)n1	-11	-14	0.1	0.4
Oc1ccc(-c2cncc(-c3cccc(Nc4ccccc4)c3)c2)cc1	-5	-12	-0.2	-0.3
CN1C(=O)CC(C(=O)Nc2ccccc2F)SC1=Nc1ccc(Br)cc1 (stereo not drawn)	14	3	0.4	-0.3
CCOC(=O)c1c(NC(=O)CCCC(=O)O)sc(C)c1-c1ccc(F)cc1	1	4	0.0	0.7
CN1CCN(c2nc3cc(S(C)(=O)=O)ccc3n3ccnc23)CC1	0	0	-0.3	-1.5
Cn1nnnc1SCC(=O)Nc1ccc2ccccc2c1	-1	-38	-0.1	1.6
CCOC(=O)c1c(NC(=O)CSc2nnc(CNC(=O)c3ccccc3OC)n2-c2ccc([N+](=O)[O-])cc2)sc2c1CCCC2	-22	-11	0.3	-0.7
CC(=O)c1cccc(-c2cnc3c(Nc4ccc(C(C)C)cc4)nccn23)c1	10	2	0.7	-1.4
COc1ccc(/C=C/CN2CCN(CC(C)C)C(CCO)C2)cc1 (stereo not drawn)	13	-12	0.1	-2.5
CCOc1ccc(Br)cc1S(=O)(=O)n1cccc1	-4	-9	0.0	2.0
Cc1c(S(=O)(=O)Nc2ccc(F)c(F)c2)c(=O)n(C)c(=O)n1C	12	7	1.1	1.3
CSc1nnc(C(C)(C)C)c(=O)n1NC1=Nc2ccccc2C1=O	13	9	0.1	-0.7
O=C1C2C(C(=O)N1c1ccc(Br)cc1)N1CCCN1C2c1ccc(F)cc1 (stereo not drawn)	65*	8	0.0	2.2
COc1ccc(Br)cc1CNCc1ccc(C(=O)O)cc1	-4	0	0.0	0.2
CCNCc1ccc(OC(C)C)c(OC)c1	-1	-5	-0.1	-0.7
O=C(Nc1ccc(N2CCOCC2)cc1)c1csc(N2CCN(c3ccccn3)CC2)n1	8	20	-0.1	0.7
CCCCCNS(=O)(=O)c1ccc(Br)cc1	-9	4	0.9	-0.2
CCC(=O)Nc1cc(-c2nn(C)c(=O)c3ccccc23)ccc1N1CCCCC1	-7	3	0.1	-0.6
COc1ccccc1N1CCN(S(=O)(=O)N(C)C)CC1	11	1	0.8	-1.0
COCC(=O)NCCSc1c(C)[nH]c2ccccc12	2	-1	-0.1	0.7
CCc1ccc(C2=CSC3=NS(=O)(=O)CCN23)cc1	10	-44	-0.1	-0.4
Cc1ccc(CNC(=O)CCCCCn2c(SCC#N)nc3ccsc3c2=O)cc1	3	7	0.0	0.8
O=C(NCC1CCCN(Cc2nc(-c3ccccc3)cs2)C1)c1ccc2c(c1)OCO2 (stereo not drawn)	8	-7	0.0	0.2
CC(C)N(C(=O)COC(=O)c1cccc(I)c1)C(C)C	0	3	0.0	-1.5
Cc1ccn2cc(-c3ccc(S(=O)(=O)N4CCOCC4)cc3)nc2c1	-1	-14	0.4	0.0
CC1C(c2ccccc2)NC(c2ccccc2)C(C)C1O (stereo not drawn)	10	18	-0.1	-0.2
CC(C)(C)c1ccc(/C=C/C(=O)Nc2ccc(S(N)(=O)=O)cc2)cc1	19	-12	0.0	1.4
O=C(/C=C/c1ccccc1)C1(O)CCCCC1	1	-2	0.1	0.7
COc1ccccc1CNC(=O)c1[nH]c(C)c(C(C)=O)c1C	16	-8	0.6	-1.5
O=C(CC(NCCc1ccccc1)C(=O)O)Nc1cccc([N+](=O)[O-])c1 (stereo not drawn)	4	16	0.1	-1.1
O=C(O)Cc1ccc(NC(=S)Nc2ccc3c(c2)OCO3)cc1	-3	-14	-0.2	-0.2
O=C(NCCc1cn2ccccc2n1)c1cc(COc2c(F)cccc2F)on1	6	4	0.0	0.8
CCCn1c(=N)c(S(=O)(=O)c2ccc(Cl)cc2)cc2c(=O)n3cccc(C)c3nc21	8	-1	1.4	-1.3
CCN(Cc1ccccc1)C(=O)Cc1ccc(Cl)cc1	10	7	-0.1	0.9
CC(c1ccccc1)n1c(=S)[nH]c2cc(Cl)ccc21 (stereo not drawn)	6	-5	-0.1	2.2

Arranged by molar mass (falling): 18 of the compounds above.
SMILES	MITF primary	TEAD-YAP inh	FBW7 activator	GPR151 activ
CNC(=O)[C@H]1O[C@@H](n2cnc3c(NCc4cccc(I)c4)ncnc32)C(O)[C@H]1O (stereo partly drawn)	10&5	-14	0.1&0.1	-0.2&-1.8
Cc1ccc(CNC(=O)CCCCCn2c(SCC#N)nc3ccsc3c2=O)cc1	3	7	0.0	0.8
COc1ccc(N2C(=O)c3ccc(Oc4ccc(NC(C)=O)cc4)cc3C2=O)cc1	16	-8	0.2	-0.5
Nc1nc(NCCN2CCOCC2)cc(N2CCC(N3CCOCC3)CC2)n1	12	5	0.3	1.1
CCC(=O)Nc1cc(-c2nn(C)c(=O)c3ccccc23)ccc1N1CCCCC1	-7	3	0.1	-0.6
CC(C)N(C(=O)COC(=O)c1cccc(I)c1)C(C)C	0	3	0.0	-1.5
CC(=O)c1cccc(-c2cnc3c(Nc4ccc(C(C)C)cc4)nccn23)c1	10	2	0.7	-1.4
Cc1ccn2cc(-c3ccc(S(=O)(=O)N4CCOCC4)cc3)nc2c1	-1	-14	0.4	0.0
CCOC(=O)COc1ccc2c(c1)O/C(=C\c1ccc(OC)cc1)C2=O	-4	-2	-0.1	-0.6
O=C(N=Nc1c(O)[nH]c2ccccc12)c1cncc(Br)c1	3	2	0.2	1.5
c1ccc2c(c1)CC1(CCCC1)n1c-2cc2nc3ccccc3nc21	-7	-5	0.0	0.8
CC(NS(=O)(=O)c1ccccc1[N+](=O)[O-])c1ccccc1 (stereo not drawn)	7	8	-0.1	-1.6
COc1ccccc1CNC(=O)c1[nH]c(C)c(C(C)=O)c1C	16	-8	0.6	-1.5
CC(c1ccccc1)n1c(=S)[nH]c2cc(Cl)ccc21 (stereo not drawn)	6	-5	-0.1	2.2
CCN(Cc1ccccc1)C(=O)Cc1ccc(Cl)cc1	10	7	-0.1	0.9
CC1C(c2ccccc2)NC(c2ccccc2)C(C)C1O (stereo not drawn)	10	18	-0.1	-0.2
CCNCc1ccc(OC(C)C)c(OC)c1	-1	-5	-0.1	-0.7
Cc1cc2[nH]c(C(=O)O)c(C=O)c2s1	-8	-2	0.2	1.1

Further structures follow.
SMILES	MITF primary	TEAD-YAP inh	FBW7 activator	GPR151 activ
COC(=O)C1=C(C)N(C)C(=S)NC1c1ccc(OC)cc1OC (stereo not drawn)	13	-3	0.6	1.4
Cc1c(C(=O)N2CCCc3ccccc32)cccc1[N+](=O)[O-]	-3	-3	0.0	-1.3
CC(C)(C)c1nnc(NC(=O)C2CCCCC2)s1	2	2	-0.3	2.6
CCOC(=O)Nc1ccc2c(c1)N(C(=O)CCNCCO)c1ccccc1CC2	0	7	-0.1	0.0
COc1ccccc1OCC(O)CN1CCOCC1 (stereo not drawn)	15	9	0.0	0.1
O=C(O)c1nc2ncc(Br)cn2n1	-6	-9	0.0	-0.2
O=C(Nc1ccc(OC(F)(F)F)cc1)c1cc([N+](=O)[O-])ccc1N1CCOCC1	8	-4	-0.1	0.1
COc1cc(-c2nc(-c3ccccc3)c(-c3cccs3)[nH]2)cc(OC)c1O	4	1	-0.1	-0.9
CCCN(CCC)CC1CCCCN1CCNC(=O)N1c2ccccc2C(=O)Nc2cccnc21 (stereo not drawn)	5	·	-0.2	0.0
C=CCNC(=O)C(=O)Nc1ccc2c(c1)OCO2	9	-37	0.1	-2.4
CC(C)CC(=O)NC(=S)NNC(=O)c1ccc(NC(=O)C2CCCCC2)cc1	23	-6	-0.5	4.0
COc1ccc(N2C(C(C)=O)=NN(c3ccccc3)C2c2ccccc2OCc2c(Cl)cccc2Cl)cc1 (stereo not drawn)	3	45*	0.5	0.5
CC(C)=CCN1CCN(Cc2cn[nH]c2-c2ccc(Cl)cc2)CC1CCO (stereo not drawn)	-7	-1	-0.2	-0.8
Cc1ccc2nc3sc(C(=O)Nc4ccc5c(c4)OCCO5)c(N)c3cc2c1	1	-47	0.4	-0.2
O=C(NC(=S)Nc1nc(-c2ccccc2)cs1)c1cccc(F)c1	3	-6	0.1	-0.4
O=C1OC(c2ccc(Br)o2)=N/C1=C\c1ccc(F)cc1	-2	2	0.0	-0.4
COc1ccc(/C=C2/N=C(c3cc([N+](=O)[O-])ccc3OC)OC2=O)c(OC)c1	2	-1	-0.2	-1.3
COc1cccc(NC(=O)CN(C)C(C)C(=O)Nc2ccc(C(C)=O)cc2)c1 (stereo not drawn)	4	8	0.1	-1.5
CCOC(=O)c1c(NC(=O)c2ccc(F)cc2)sc(C(=O)Nc2ccc(OC)cc2)c1C	-2	3	0.0	-0.5
Cc1cc(C)c(S(=O)(=O)N(C)CCO)cc1N(C)S(=O)(=O)c1ccc(Cl)cc1	-12	-18	0.2	1.5
O=C(c1ccc(Cl)cc1)N1CCN(c2nc(-c3ccccc3)c3ccccc3n2)CC1	1	10	0.0	-1.8
O=C(O)CSc1nnc(-c2ccc(F)cc2)c2ccccc12	8	6	0.1	-0.8
Cc1cccnc1CN1CCN(C(=O)C2CC(Cc3cccc(F)c3)=NO2)CC1 (stereo not drawn)	-9	-27	0.0	-1.0
O=C(NCCO)c1cccc(-c2cccs2)n1	45	-4	-0.1	-1.1
CC(=O)c1ccccc1S(=O)(=O)NCC(=O)O	8	4	-0.1	0.4
O=c1oc(C2CCCCC2)nc2ccc(Br)cc12	9	15	0.3	1.1
CN1CCN(C(c2cccc(C(F)(F)F)c2)c2nnnn2Cc2ccccc2)CC1 (stereo not drawn)	-4	-58	-0.2	-2.0
COc1ccc(C(=O)NNC(=O)COc2ccc(Br)c(C)c2)cc1	-4	-1	0.0	2.1
CCOC(=O)c1sc(NC(=O)c2cccc(C)c2)cc1C	-3	-38	0.1	-3.1
CCOc1cc(CN2CCN(Cc3cccs3)C(CCO)C2)ccc1O (stereo not drawn)	12	-7	0.1	3.3
O=C(NCc1cccnc1)C1CC12CCN(Cc1nc(-c3ccccc3)cs1)CC2 (stereo not drawn)	1	-6	-0.1	1.0
COC(=O)c1[nH]c2ccc(Br)cc2c1NC(=O)CNCc1ccccc1	-1	-1	-0.1	-0.6
CC(C)CC(=O)NCc1ccc(F)cc1	0	9	-0.1	-0.2
CCOC(=O)c1c(/N=c2\oc3c(OC)cccc3cc2C(=O)Nc2ccc(C)cc2)sc2c1CCCC2	3	14	-0.1	-0.5
CCN(CC)CCNc1nc2c(c(=O)[nH]c(=O)n2C)n1CCOc1ccccc1	4	2	-0.1	0.2
